POLI inh: blocks human DNA polymerase iota activity | Q9UNA4 | Pol iota fluorescent replication assay, 10 min | Potency, µM (top dose mostly 115 µM), for the others: top-dose activity, negative = inhibition, actives largely listed as inhibitors | 390,000 compounds, 1% hits | AID 588590; note: potency is the fitted concentration of half-maximal effect
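Fluorescent replication assay read twice, at 0 min and 10 min after adding 50 nM (final) substrate. Enzyme (10 nM) and compounds were first incubated 15 min at room temperature; enzyme-free buffer wells were negative controls.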
POLK inh: DNA polymerase kappa (human) inhibition; Q9UBT6; purified Pol kappa, fluorescent DNA synthesis assay, 10 min; Potency, µM (top dose mostly 107 µM), inactives show at the highest dose activity, negative = inhibition, most hits filed as inhibitors; 400,000 compounds, 0.53% hits; note: potency is the fitted concentration of half-maximal effect; % is set by controls: 0 for no effect and ±100 for the full control effect
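10 nM Pol kappa was preincubated with compounds for 15 min at room temperature. Reaction started with 50 nM (final) substrate. Fluorescence read kinetically at 0 and 10 min.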
BLM inh: Bloom syndrome helicase (human) inhibition; P54132; recombinant BLM DNA unwinding, fluorescence dequenching; Potency, µM (top dose mostly 56.1 µM), inactives show top-dose activity change, negative = inhibition, usual class: inhibitors; 350,000 compounds, 0.2% hits; AID 2528;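 note: potency is the fitted concentration of half-maximal effect; plate controls were vehicle for no effect and no enzyme for full effect; nearly all actives have a fitted effect of over 35% in size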
TRHR agonist: activates the human TRH receptor; TRHR cells, calcium flux fluo-8, FDSS agonist mode; activation, % at 2 µM; 360,000 compounds, 0.18% hits; P34981; in the data active = activation above about 30%; note: 0% is about no effect
Target sequence (P34981 whole entry, looked up): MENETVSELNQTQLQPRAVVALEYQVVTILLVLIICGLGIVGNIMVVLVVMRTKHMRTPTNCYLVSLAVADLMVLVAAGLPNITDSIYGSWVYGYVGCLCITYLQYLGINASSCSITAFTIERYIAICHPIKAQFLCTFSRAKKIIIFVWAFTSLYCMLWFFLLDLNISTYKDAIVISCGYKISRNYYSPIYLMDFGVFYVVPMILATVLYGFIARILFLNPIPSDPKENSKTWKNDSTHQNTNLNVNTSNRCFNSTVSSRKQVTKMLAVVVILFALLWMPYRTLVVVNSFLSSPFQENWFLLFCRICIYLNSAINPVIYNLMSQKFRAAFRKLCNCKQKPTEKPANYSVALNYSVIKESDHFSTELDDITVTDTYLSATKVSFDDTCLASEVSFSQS
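Steps: seed TRHR cells overnight; add fluo-8 no-wash Ca dye, RT 30 min–1.5 h; record 10 s baseline; pin-transfer compounds; monitor fluorescence 1 cycle/s for the agonist window. Calcium increases flag candidate agonists.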
POLB inh: blocks human DNA polymerase beta activity. P06746. Pol beta primer extension/strand displacement, fluorescence kinetic. Potency, µM (series often up to 114 µM), inactives show at the top dose activity change, negative = inhibition, most hits filed as inhibitors. 340,000 compounds, 1.3% hits. AID 485314; note: potency is the fitted concentration of half-maximal effect; % is set by controls: 0 for no effect and ±100 for the full control effect
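Homogeneous kinetic assay of primer extension and strand displacement by 10 nM Pol beta, preincubated 15 min at room temperature with compound before 50 nM substrate (final) was added. Read at 0 and 10 min; four-parameter Hill fit.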
ERG-DNA inh: inhibitors of human ERG Ets domain-DNA interaction; P11308; fluorescence polarization, His-ERG Ets domain / labelled DNA; Potency, µM (titrated, usually from 76.9 µM), for the others: at the top dose FP activity, negative = inhibition, actives largely listed as inhibitors; 370,000 compounds, 0.028% hits; active = well fitted inhibition curve with a large enough effect in the polarisation, with a control signal flat; inconclusive = small, poorly fitted or top-dose-only effect, or effect the other way, or a change in a side signal; inactive = no such curve, though single readings can be large or run the other way; the % refers to the polarisation;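 note: polarization taken with two DNA probes labelled with fluorescein and Texas red; potency is the fitted concentration of half-maximal effect; % of control where 0% means no effect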
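His-tagged ERG Ets domain (1 uM in the protein solution; 300mM KCl, 50mM Tris-HCl, 1mM EDTA, 1mM DTT, pH 7.5) received compound, then a probe mix of 5 nM fluorescein-DNA and 100nM Texas-615-DNA. Fluorescence polarization was read for both dyes.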
ALOX12 inh: inhibitors of human 12S-lipoxygenase ALOX12; P18054; 580,000 compounds, 1.1% hits; Potency, µM (doses to about 108 µM), for the others: top-dose activity change, negative = inhibition, actives largely listed as inhibitors; purified 12hLO, xylenol orange hydroperoxide absorbance; note: potency is the fitted concentration of half-maximal effect; % is set by controls: 0 for no effect and ±100 for the full control effect
Target sequence (P18054 whole entry, looked up): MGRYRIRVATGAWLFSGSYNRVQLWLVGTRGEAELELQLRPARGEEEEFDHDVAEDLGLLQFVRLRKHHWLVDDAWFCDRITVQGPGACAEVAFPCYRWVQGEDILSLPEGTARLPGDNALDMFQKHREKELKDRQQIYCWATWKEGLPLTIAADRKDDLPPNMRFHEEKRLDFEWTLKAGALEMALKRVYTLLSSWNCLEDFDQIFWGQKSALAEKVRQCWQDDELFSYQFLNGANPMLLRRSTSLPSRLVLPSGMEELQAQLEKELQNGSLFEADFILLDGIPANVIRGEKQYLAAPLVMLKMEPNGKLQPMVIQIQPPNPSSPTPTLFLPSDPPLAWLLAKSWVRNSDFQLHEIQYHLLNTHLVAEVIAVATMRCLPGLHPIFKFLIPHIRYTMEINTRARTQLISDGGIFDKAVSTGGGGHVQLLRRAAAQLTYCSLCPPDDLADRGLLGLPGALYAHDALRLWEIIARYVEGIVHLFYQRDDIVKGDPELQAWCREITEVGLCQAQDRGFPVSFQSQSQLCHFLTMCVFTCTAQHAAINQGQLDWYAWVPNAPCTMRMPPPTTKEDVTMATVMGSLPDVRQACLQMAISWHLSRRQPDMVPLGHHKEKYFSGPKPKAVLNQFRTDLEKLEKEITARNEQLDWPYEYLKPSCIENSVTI
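Purified human 12hLO (150 nM final) in 25 mM Hepes, 0.01% Triton X-100, pH 7.0 was preincubated 15 min at room temperature with compound. Then 40 uM arachidonic acid was added, 30 min. Hydroperoxide was read by Fe-XO absorbance ratio 573/405 nm.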
APE1 inh: APE1 (human) endonuclease inhibition | P27695 | recombinant APE1, TAMRA/BHQ-2 abasic DNA cleavage fluorescence | Potency, µM (doses to about 65.8 µM), for inactives: at the top dose activity change, negative = inhibition, usual class: inhibitors | 350,000 compounds, 0.35% hits;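 note: potency is the fitted concentration of half-maximal effect; plate controls were vehicle for no effect and reference inhibitor for full effect; nearly all actives have a fitted effect of over 55% in size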
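APE1 at 0.75 nM preincubated 15 min at room temperature with compound. Reaction then started with 50 nM double-stranded THF-abasic substrate labelled with TAMRA/BHQ-2, and 525/598 nm fluorescence read kinetically. Activity taken as third-minus-first read difference, normalized to DMSO and NSC13755 controls.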
Apoferritin bind: candidate novel general anesthetic via apoferritin binding; Potency, µM (doses to about 77.5 µM), for the others: at the top dose activity change, negative = displacement, most hits filed as inhibitors; apoferritin/1-aminoanthracene competitive binding, fluorescence; P02791; 350,000 compounds, 0.074% hits; note: potency is the fitted concentration of half-maximal effect; % is set by controls: 0 for no effect and ±100 for the full control effect; nearly all actives have a fitted effect of over 20% in size
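Probe: 1-aminoanthracene (50% saturated, PBS). Protein: horse-spleen apoferritin, 10 uM. Incubation: 10 min, room temperature. Detection: 380 nm excitation, 535 nm emission. Analysis: normalized response, four-parameter Hill.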
* marks the source's active call; other numbers are inactive results; ? = inconclusive; nt = no result given; & = joins results of further samples; [ ] = dose if it differs, or a comment. Unless noted, calls come from the whole dose curve; as a rule, active = well fitted curve in the direction sought with a large enough effect; inconclusive = small, poorly fitted or top-dose-only effect, or another doubt; inactive = no such curve, though single readings can be large; an effect the other way counts as inactive or inconclusive.

SMILES | POLI inh | POLK inh | BLM inh | TRHR agonist | POLB inh | ERG-DNA inh | ALOX12 inh | APE1 inh | Apoferritin bind
COCCN(C(=O)CN1CCc2ccccc2C1)c1c(N)n(Cc2ccccc2)c(=O)[nH]c1=O | 6% | 7% | -3% | 0.4 | 2% | -3% | -5% | -4% | -10%
CC(NC(=O)C1CCC1)c1ccccc1 (configuration not stated) | 4% | -10% | -4% | 0.2 | 0% | -6% | 0% | 5% | -13%
Cc1ccc(C(=O)NNC(=O)/C=C\C(=O)O)cc1 | 35%[activator] | -4% | -1% | -1.1 | 1% | 10% | 1% | 9% | 2%
O=S(=O)(Nc1ccc(-c2ccc3nncn3n2)cc1)c1cccc(F)c1 | 12% | 0% | nt | 0.5 | nt | 12% | 1% | -8% | nt
O=C(c1ccc(F)cc1)N1CCN(C2CC3CCC2C3)CC1 (configuration not stated) | ? | -4% | -1% | 1.6 | -2% | -3% | -29% | -2% | -8%
Cc1ccc2c(c1)N(C(=O)CCC(=O)NCc1ccccc1Cl)CC(C)O2 (configuration not stated) | 11% | -17% | -6% | 0.1 | ? | -9% | -1% | nt | 44%[activator]
CCc1ccc(CN2C(=O)c3ccccc3C2C(=O)NCC2CCCO2)cc1 (configuration not stated) | 40%[activator] | 6% | -5% | 0.6 | 1% | 1% | 12% | 1% | -10%
COc1cc(CNCc2ccccn2)ccc1OCC(N)=O | 0% | -2% | 0% | -0.8 | 0% | nt | 6%[57.4 µM] | 2% | -3%
Cc1cc(C)c(S(=O)(=O)N2CCOC2CNC(=O)C(=O)NCCCN2CCOCC2)c(C)c1 (configuration not stated) | 45%[activator] | -10% | -4% | -0.2 | 14% | 15% | -1% | -11% | ?
CCOC(=O)c1sc(Nc2ccccc2Cl)nc1C | ? | 5% | -8% | -0.5 | 9% | 4% | 28µM* | -2% | -14%
Cc1cn(CCOc2ccc(Cl)cc2)c(=O)[nH]c1=O | 9% | -13% | -5% | 0.4 | 23% | -3% | -7% | 25% | -1%
COc1ccc(Cn2c(C)nc3ccc([N+](=O)[O-])cc3c2=O)cc1 | 10% | 12% | 0% | 0.3 | 35% | -3% | ? | 1% | -16%
COc1ccc2nc3oc(C(=O)NCc4cccs4)cc3cc2c1 | -9% | 18% | -6% | nt | ? | -5% | -21% | 3% | 1%
CC(C)C(=O)N1CCN(c2ccccc2NC(=S)NC(=O)c2ccco2)CC1 | 21% | -10% | nt | nt | nt | -6% | 0% | nt | nt
COc1ccc(F)c(CN2CCN(CCc3ccccc3)C(CCO)C2)c1 (configuration not stated) | 98%[activator] | -6% | -3% | 0.3 | 1% | 0% | 91%[activator] | -4% | -8%
c1ccc(NCc2ccncc2)cc1 | 19% | 0% | -3% | 0.2 | 1% | 1% | 19% | 26% | ?
CC1(C)OC(=O)N(CCC(=O)Nc2cccc(F)c2)C1(C)O (configuration not stated) | 37%[activator] | 15% | -1% | 0.5 | -6% | 6% | -8% | -3% | -2%
Cc1ccc(OCCOc2ccc(Cl)cc2Cl)c([N+](=O)[O-])n1 | -9% | -7% | -6% | 0.0 | -4% | -4% | -5% | 2% | -12%
Cn1c(=O)c(=O)n(C)c2cc(S(=O)(=O)N3CCC(Cc4ccccc4)CC3)ccc21 | 5% | -5% | 1% | -0.5 | 4% | 4% | 5% | 0% | -8%
COc1ccc(CCN2C(=O)C(Oc3ccccc3C)C2c2ccc3c(c2)OCO3)cc1 (configuration not stated) | 3% | -9% | 4% | 3.2 | -4% | -5% | -25% | 1% | -3%
Cc1cc(C)c(NC(=O)CN(C)C(=O)c2ccc(OCc3ccccc3)cc2)c(C)c1 | -29% | -3% | nt | 0.9 | nt | 2% | 7% | -13% | nt
CCCOc1ccc2cc(-c3ccccn3)c(=O)oc2c1 | -7% | 4% | 0% | -0.4 | 13% | -10% | -11% | ? | 64%[activator]
COc1ccc(C)cc1NC(=O)c1cccc(C(=O)Nc2cc(C)ccc2OC)c1 | 65%[activator] | -2% | -8% | -0.6 | 18% | 6% | 0% | 8% | -13%
CCOc1ccc(C(=O)NC2CCN(C(=O)N3CCCC3)CC2)cc1 | 10% | 4% | -12% | -0.4 | -7% | 4% | -2% | 0% | -3%
Cc1ccc(NC(=O)NCC2CC2(Cl)Cl)cc1 (configuration not stated) | 22% | 4% | -3% | 0.5 | 9% | 18% | -3% | 65%[activator] | -2%
COC1=CC(=O)C(O)=C/C1=C\C=C\c1ccccc1 | nt | -19%[60.1 µM] | -7% | nt | nt | nt | nt | -1% | -14%
CC1=C(C(=O)Nc2cccnc2)C(c2ccc(F)cc2)n2nc(SCc3ccccc3)nc2N1 (configuration not stated) | 12% | -7% | -4% | 0.5 | -11% | -1% | 0% | nt | 4%
CC1CCCN(c2nc3c(S(=O)(=O)c4ccc(C(C)C)cc4)nnn3c3ccsc23)C1 (configuration not stated) | 29% | 6% | 1% | -0.2 | 25% | 12% | 95%&-3% | nt | ?
COc1ccc(SCCc2ccncc2)cc1 | -19% | -8% | -4% | 0.1 | -29% | 5% | 1% | 4% | -3%
O=C(c1ccco1)n1nc(-c2ccccc2)nc1NCc1ccc(Cl)cc1 | -10% | -18% | -1% | 1.1 | 1% | 7% | -20% | nt | -6%

Look-ups from above.
`COCCN(C(=O)CN1CCc2ccccc2C1)c1c(N)n(Cc2ccccc2)c(=O)[nH]c1=O` | APE1 inh: -4%
`CC(C)C(=O)N1CCN(c2ccccc2NC(=S)NC(=O)c2ccco2)CC1` | ERG-DNA inh: -6%
`CC(NC(=O)C1CCC1)c1ccccc1` (configuration not stated) | POLI inh: 4%
`CC1(C)OC(=O)N(CCC(=O)Nc2cccc(F)c2)C1(C)O` (configuration not stated) | APE1 inh: -3%
`c1ccc(NCc2ccncc2)cc1` | POLB inh: 1%
`Cc1ccc2c(c1)N(C(=O)CCC(=O)NCc1ccccc1Cl)CC(C)O2` (configuration not stated) | BLM inh: -6%
`O=C(c1ccco1)n1nc(-c2ccccc2)nc1NCc1ccc(Cl)cc1` | ALOX12 inh: -20%

Sorted by the number under ERG-DNA inh (ascending): three from the list above.
molecule | POLI inh | POLK inh | BLM inh | POLB inh | ERG-DNA inh | ALOX12 inh
Cc1cc(C)c(NC(=O)CN(C)C(=O)c2ccc(OCc3ccccc3)cc2)c(C)c1 | -29% | -3% | nt | nt | 2% | 7%
CCOc1ccc(C(=O)NC2CCN(C(=O)N3CCCC3)CC2)cc1 | 10% | 4% | -12% | -7% | 4% | -2%
COc1ccc(C)cc1NC(=O)c1cccc(C(=O)Nc2cc(C)ccc2OC)c1 | 65%[activator] | -2% | -8% | 18% | 6% | 0%

Next part:
SMILES | POLI inh | POLK inh | BLM inh | TRHR agonist | POLB inh | ERG-DNA inh | ALOX12 inh | APE1 inh | Apoferritin bind
Fc1cccc(NC(=S)N2CCN(c3ccccn3)CC2)c1 | 153%[activator] | -8% | -4% | 0.4 | 22% | ? | 36%[activator] | 58%[activator] | 0%
COc1ccccc1NS(=O)(=O)c1cc(NC(=O)CN2C(=O)NC3(CCCC3)C2=O)ccc1C | 28% | -9% | nt | 0.4 | nt | -6% | -14% | 43% | nt
CC1CCCN(c2cc3c(cc2[N+](=O)[O-])C(=O)N(c2ccccc2)C3=O)C1 (configuration not stated) | 7% | 1% | 0% | -0.4 | 11% | 3% | -7% | -8% | -5%
Cc1ccc(C(=O)NCCn2cc(SCC(=O)Nc3nnc(C)s3)c3ccccc32)cc1 | 49%[activator] | -17% | -7% | -0.2 | ? | 11% | ? | -4% | -13%
CC(C)OC(=O)C(CC(=O)O)N1CCOCC1 (configuration not stated) | 10% | -8% | 0% | 1.6 | 30% | -9% | 5.6µM* | 0% | -5%
COc1cc(OC)cc(-c2nnc(SCC(=O)N3c4ccccc4Sc4ccccc43)o2)c1 | 10% | -22% | nt | nt | nt | 5% | 1% | nt | nt
O=C(O)c1ccc(NS(=O)(=O)c2ccc(Cl)c(C(=O)Nc3ccccc3[N+](=O)[O-])c2)cc1 | -25% | -17% | -2% | -0.1 | 27% | -1% | 9% | 22% | -5%
O=C(c1ccncc1)N1CCN(S(=O)(=O)c2cccc(F)c2)CC1 | 9% | -13% | -9% | -0.8 | 16% | -7% | ? | 14% | -16%
COc1ccccc1/C=C/C=N/NC(=O)Cc1cccs1 | 160%[activator] | -5% | -4% | 0.6 | -16% | 3% | 0% | -1% | ?
NS(=O)(=O)c1ccc2nc(NC(=O)c3ccc4ncsc4c3)sc2c1 | 34%[activator] | -2% | -2% | 0.4 | 3% | 7% | nt | 51%[activator] | -4%
COc1cccc(C(=O)OCC(=O)Nc2sc3c(c2C(N)=O)CCC3)c1O | 20µM* | 79µM* | nt | -0.3 | nt | 6% | 0% | ? | nt
Cc1c(Cl)cccc1-c1ccc(/C=C(\C#N)c2nc3ccccc3[nH]2)o1 | -5% | 5% | -5% | -1.9 | -4% | -9% | ? | nt | -14%
COc1ccccc1CNC(=O)CN(C)S(=O)(=O)c1ccc2c(c1)c(=O)n(C)c(=O)n2C | 9% | -21% | 0% | -0.2 | 21% | 0% | 4% | 9% | -1%
COc1ccccc1CN(C)CC(=O)Nc1cccc2ccccc12 | 25% | -3% | -4% | -0.8 | -6% | 20% | -2% | 38% | -5%
CCn1c(=O)c2sccc2n(CC(=O)NC2CCCCC2)c1=O | 47%[activator] | 7% | -2% | 0.2 | 5% | -15% | -1% | 17% | -1%
CCn1cc(CN2CCC(n3nccc3NC(=O)CCCc3ccccc3)CC2)c(C)n1 | 23% | -9% | -1% | -0.2 | 26% | 1% | 12% | -5% | -7%

A portion of the library; rates above refer to the full screens.
